EPAC2 agonist: EPAC2 (human) agonism. Q8WZA2. EPAC2 activation, biochemical qHTS; response scale: 100% = 6.5 mM cAMP response. Potency, µM (highest dose often 154 µM), without a hit: at the top dose activation, actives largely listed as activators. 0.079% of 360,000 active; further: potency means the concentration at half of the fitted maximal effect; nearly all actives have a fitted effect of over 50% in size
Target sequence (Q8WZA2 whole entry, looked up): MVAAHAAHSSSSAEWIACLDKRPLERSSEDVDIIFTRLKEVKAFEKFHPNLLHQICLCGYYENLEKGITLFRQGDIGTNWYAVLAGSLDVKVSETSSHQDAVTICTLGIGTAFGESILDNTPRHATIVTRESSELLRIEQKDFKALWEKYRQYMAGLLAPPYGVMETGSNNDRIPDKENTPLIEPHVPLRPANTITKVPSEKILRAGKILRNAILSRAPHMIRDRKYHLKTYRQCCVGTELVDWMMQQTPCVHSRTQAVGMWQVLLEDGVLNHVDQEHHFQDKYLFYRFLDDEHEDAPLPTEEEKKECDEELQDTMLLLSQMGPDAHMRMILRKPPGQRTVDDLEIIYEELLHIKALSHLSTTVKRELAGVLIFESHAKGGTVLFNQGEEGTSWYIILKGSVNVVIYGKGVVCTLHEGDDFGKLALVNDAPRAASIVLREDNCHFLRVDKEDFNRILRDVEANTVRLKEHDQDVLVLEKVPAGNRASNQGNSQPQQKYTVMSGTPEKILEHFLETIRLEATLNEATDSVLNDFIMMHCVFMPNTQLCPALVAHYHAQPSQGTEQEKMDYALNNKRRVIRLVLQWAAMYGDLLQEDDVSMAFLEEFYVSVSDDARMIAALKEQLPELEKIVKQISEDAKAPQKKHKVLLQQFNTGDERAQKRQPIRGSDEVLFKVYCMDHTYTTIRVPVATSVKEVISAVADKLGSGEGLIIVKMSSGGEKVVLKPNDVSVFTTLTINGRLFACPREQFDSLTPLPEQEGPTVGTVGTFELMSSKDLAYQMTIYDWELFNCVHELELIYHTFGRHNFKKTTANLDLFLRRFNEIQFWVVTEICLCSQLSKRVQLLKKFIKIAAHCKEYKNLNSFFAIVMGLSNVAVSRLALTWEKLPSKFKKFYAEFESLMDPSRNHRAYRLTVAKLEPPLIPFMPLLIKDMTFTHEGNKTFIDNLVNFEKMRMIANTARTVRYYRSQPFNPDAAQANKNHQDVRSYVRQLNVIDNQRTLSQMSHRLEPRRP
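Readout is BODIPY fluorescence (480 nm excitation, 540 nm emission), which falls as labeled GDP is exchanged off Rap1B. EPAC2 at 100 nM acted on 250 nM RAP1B-BODIPY-GDP with 50 uM GDP present.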
Mm-Cpn inhibitor: inhibitors of Methanococcus maripaludis chaperonin (MmCpn); purified Mm-Cpn ATPase, ADP Transcreener TR-FRET; Potency, µM (doses to about 76.9 µM), without a hit: at the top dose activity, negative = inhibition, most hits filed as inhibitors; 0.031% of 330,000 active; AID 504842; further: potency means the concentration at half of the fitted maximal effect; on the % scale 0 is the no-effect control and ±100 the full control effect; nearly all actives have a fitted effect of over 80% in size
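Eu-cryptate anti-ADP/ADP-d2 competition gives a ratio inversely related to ADP. Enzyme at 25 nM was pre-exposed to compound for 10 min, then given 10 uM ATP for 30 min, 37°C throughout.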
Akt phos inh: Akt phosphorylation inhibition; Neuro2A IGF-stimulated pAkt S473 HTRF, 20 min; hits give low values; activity change, % for hits at 50 µM; 0.32% of 360,000 active; in the data active means activity change below about -80%; inconclusive means mostly about -51% to -80%; further: on the % scale 0 is the no-effect control and ±100 the full control effect
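Neuro2A cells in DMEM with 0.5% FBS, overnight at 37 deg C, given compound at single 50 µM final, then IGF (6 nM final) for 20 min at 37 deg C. Lysed; phospho-Akt Ser473 by HTRF after 24 h, 665/615 ratio.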
PTHR1 agonist: activates the human parathyroid hormone receptor PTHR1. 0.075% of 410,000 active. Q03431. Potency, µM (doses to about 115 µM), inactives show at the top dose activation, actives largely listed as activators. HEK293 GP2 PTHR1 cells, GloSensor cAMP luminescence, 1 h; further: potency means the concentration at half of the fitted maximal effect; nearly all actives have a fitted effect of over 55% in size; some results filed as inactive show a strong effect at the top dose; inactives centre near -15; many of its hits are not listed in these tables
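HEK-293-derived GP2 cells expressing PTHR1 and a GloSensor cAMP reporter, 3,000/well, plated overnight, given luciferin plus IBMX (each 0.5 mM as added) for 1 h at 37 °C, then compound for 1 h at 37 °C. Luminescence was read after 15 min at room temperature.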
CCT chaperon mod: modulators of cytosolic chaperonin (CCT/TRiC) activity. activity change, % (concentration not given with the values), hits read low. AID 651819. purified chaperonin ATPase assay, HTRF ADP detection, 30 min. 0.3% of 360,000 active; in the data active means activity change below about -30%; further: on the % scale 0 is the no-effect control and ±100 the full control effect
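Enzyme 40 or 20 nM (batch-dependent) in Tris pH 7.4/KCl/MgCl2/DTT; cpd 76 uM single point; ATP 10 uM; 30 min 37 °C; Transcreener ADP HTRF detection, 30 min RT; ratio 665/615.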
D3 ag: D3 dopamine receptor (human) agonism. P35462. 0.58% of 410,000 active. max activation, %. AID 652048. D3R DiscoveRx beta-arrestin cells, luminescence, 90 min; in the data active means max activation above about 30%; further: 0% is about no effect; mostly tested at two doses, the higher about 12 µM
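Agonist mode: compounds and dopamine controls were applied to plated cells for 90 min at 37 degrees C after an overnight attachment at 1500 cells/well. Luminescent read-out followed 30 - 60 minutes at room temperature with DiscoveRx detection reagent.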
D3 antag: D3 dopamine receptor (human) antagonism; P35462; D3R cells, DiscoveRx beta-arrestin luminescence, antagonist mode; hits give low values; max response, negative = inhibition, %; 2.5% of 360,000 active; AID 652054; in the data active means max response below about -50%; inconclusive means no clear call, values can overlap the other calls; further: on the % scale 0 is the no-effect control and ±100 the full control effect; mostly tested at two doses, the higher about 12 µM
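Cells plated overnight at 1500 cells/well, then exposed to library compounds with dopamine controls for 90 minutes at 37 degrees C. DiscoveRx reagent added for 30–60 minutes at room temperature; luminescence read, quantitative HTS format.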
EPAC2 antag: antagonists of human EPAC2. Potency, µM (highest dose often 114 µM), inactives show at the top dose activity, negative = inhibition, most hits filed as inhibitors. Q8WZA2. EPAC2 GEF exchange of Rap1B-BODIPY-GDP, fluorescence. AID 720708. 0.18% of 360,000 active; further: potency means the concentration at half of the fitted maximal effect; on the % scale 0 is the no-effect control and ±100 the full control effect; nearly all actives have a fitted effect of over 45% in size; many of its hits are not listed in these tables
Starred values were filed as active, the others as inactive; i = inactive; ? = inconclusive; . = not tested or not shown; & = joins results of further samples; [ ] = dose if it differs, or a comment. Unless noted, the call rests on the fitted dose curve; in most records, active means well fitted curve in the direction sought with a large enough effect; inconclusive means small, poorly fitted or top-dose-only effect, or another doubt; inactive means no such curve, though single readings can be large; an effect the other way counts as inactive or inconclusive. A portion of the library, so the mix of outcomes need not match the whole.

SMILES	EPAC2 agonist	Mm-Cpn inhibitor	Akt phos inh	PTHR1 agonist	CCT chaperon mod	D3 ag	D3 antag	EPAC2 antag
CC(Oc1ccc(Br)cc1)C(=O)N(C)CC(=O)Nc1ccc(N2CCOCC2)cc1 (stereo not drawn)	-1%	-2%	i	i	1.4	7	8	3%
C=CCCC1CN(Cc2ccco2)S(=O)(=O)c2c(F)cccc2O1 (stereo not drawn)	9%	.	i	i	1.2	1	2	-29%
Cc1ccn2c(Nc3ccccc3C)c(-c3ccncc3)nc2c1	-1%	-2%	i	i	-1.0	2&6	8	-8%
CCOC(=O)C1=CCN(S(=O)(=O)c2ccc(C)cc2)C1c1cccc(F)c1 (stereo not drawn)	17%	.	i	-79%[inhibitor]	-1.3	-5	-8	-9%
COc1ccc(/C(C)=N/NC(=O)c2nc(C)cc(C)n2)cc1	7%	-1%	i	i	-0.9	3	6	-5%
CCOc1ccc(NC(=O)c2ccc(S(=O)(=O)N3CCOCC3)cc2)cc1	-2%	4%	i	-4%	-2.5	-7	-7	-16%
N#Cc1c(SCC(=O)Nc2nc3ccccc3s2)sc2c(O)cc(=O)[nH]c12	-2%	-8%	i	-26%	-0.2	0	-3	-1%
COc1cccc(C(=O)Nc2nnc(S(=O)(=O)N3CCOCC3)s2)c1	-3%	-9%	i	-19%&-9%	-1.3	-6&-8	17	6%
O=C(CC1SC(=O)NC1=O)Oc1ccc(/C=N/NC(=O)c2ccccc2O)cc1 (stereo not drawn)	11%	-3%	i	i	-4.2	4	-5	1%
CC(=O)Nc1cccc(-c2ccnc3c2CC(C(=O)Nc2ccc(Cl)cc2)O3)c1 (stereo not drawn)	8%	.	i	-31%[inhibitor]	-0.1	1	-29	-5%
Cc1oc2cc(O)ccc2c(=O)c1Oc1ccc2ccccc2c1	-3%	1%	.	i	0.4	0	-24	8%
Cc1ccc(N2CCN(C(=S)c3ccc(N(C)C)cc3)CC2)cc1	24%	-27%	.	-7%[57.5 µM]	-0.5	-6	-24	-8%
O=C(c1ccco1)N1CCN(CCCCOc2ccc(F)cc2)CC1	5%	-2%	i	-9%	-0.9	66*	2	8%
OCCN1CCN(c2ncnc3sc4c(c23)CCCC4)CC1	4%	-2%	i	i	-0.2	-2	6	4%
O=C(NC(=S)Nc1ccccc1N1CCOCC1)c1ccc(-c2ccccc2F)o1	7%	1%	i	i	-1.1	6	28	3%
O=C(CN1C(=O)c2ccccc2C1=O)Nc1ccccc1C(=O)N1CCCC1	2%	3%	i	i	-2.2	3	-16	13%
CC(Nc1nc(N2CCN(CCO)CC2)nc2ccccc12)c1ccccc1 (stereo not drawn)	13%	-3%	i	i	0.0	-22	0	-6%
Cc1cccc(-n2ncc3c2CCCC3NC(=O)C2=CC(=O)CC(C)(C)O2)c1C (stereo not drawn)	0%	-4%	i	-34%[inhibitor]	-0.7	3	1	-1%
Cc1c(Cl)c([N+](=O)[O-])nn1CC(=O)N1CCc2ccccc2C1	-9%	2%	i	-18%	-2.7	-4	-7	4%
NC(=O)c1ncn([C@@H]2O[C@H](CNCc3ccc(OCC(=O)Nc4nccs4)cc3)[C@@H](O)[C@H]2O)n1	3%	.	i	-22%	-1.6	-16	-12	3%
COc1cc(CNCC2CCCO2)ccc1OCC(N)=O (stereo not drawn)	12%	0%	i	-11%	-2.0	-16	-2	18%
O=C(Nc1ccccc1N1CCCC1)C1=COCCO1	4%	1%	i	-8%	-1.3	3	-3	-21%
CNC(=S)NCCC(c1ccccc1)c1ccccc1	-4%	1%	i	i	1.5	-1	-18	2%
Cc1ccc2nc3c(cc(C(=O)NCC4CCCO4)c(=N)n3C3CCCC3)c(=O)n2c1 (stereo not drawn)	1%	-3%	i	-62%	-1.1	0	-4	-3%
COc1ccc(/C=C/C(=O)N2CCCc3ccccc32)c(OC)c1	20%	-3%	i	i	2.0	-8	-21	-20%
COc1ccccc1CCc1nnc(CCC(=O)NCCOc2cccnc2)o1	7%	1%	i	i	0.6	-3	11	-8%
NC(=O)COc1ccc(S(=O)(=O)N2CCCC2)cc1	7%	.	i	i	1.0	-10	-24	10%
COCCNC(=O)CN(C(=O)c1ccc(N2CCCC2)nc1)c1ccccc1	1%	-1%	i	-31%[inhibitor]	-2.3	0	-7	11%
COC(=O)COc1ccc(-c2ccc(F)cc2)cc1C=O	12%	1%	i	i	-0.7	-2	-20	-14%
CC(C)C[C@H](NC(=O)NCCC1=CCCCC1)C(=O)O	-3%	1%	i	4%	-2.3	-16	6	0%

Nothing new here: an excerpt of the list.
SMILES	EPAC2 agonist	Mm-Cpn inhibitor	Akt phos inh	PTHR1 agonist	CCT chaperon mod	D3 ag	D3 antag	EPAC2 antag
COc1cc(CNCC2CCCO2)ccc1OCC(N)=O (stereo not drawn)	12%	0%	i	-11%	-2.0	-16	-2	18%
O=C(Nc1ccccc1N1CCCC1)C1=COCCO1	4%	1%	i	-8%	-1.3	3	-3	-21%
CNC(=S)NCCC(c1ccccc1)c1ccccc1	-4%	1%	i	i	1.5	-1	-18	2%
Cc1ccc2nc3c(cc(C(=O)NCC4CCCO4)c(=N)n3C3CCCC3)c(=O)n2c1 (stereo not drawn)	1%	-3%	i	-62%	-1.1	0	-4	-3%
COc1ccc(/C=C/C(=O)N2CCCc3ccccc32)c(OC)c1	20%	-3%	i	i	2.0	-8	-21	-20%
COc1ccccc1CCc1nnc(CCC(=O)NCCOc2cccnc2)o1	7%	1%	i	i	0.6	-3	11	-8%
NC(=O)COc1ccc(S(=O)(=O)N2CCCC2)cc1	7%	.	i	i	1.0	-10	-24	10%
COCCNC(=O)CN(C(=O)c1ccc(N2CCCC2)nc1)c1ccccc1	1%	-1%	i	-31%[inhibitor]	-2.3	0	-7	11%
COC(=O)COc1ccc(-c2ccc(F)cc2)cc1C=O	12%	1%	i	i	-0.7	-2	-20	-14%
CC(C)C[C@H](NC(=O)NCCC1=CCCCC1)C(=O)O	-3%	1%	i	4%	-2.3	-16	6	0%

The list continues.
SMILES	EPAC2 agonist	Mm-Cpn inhibitor	Akt phos inh	PTHR1 agonist	CCT chaperon mod	D3 ag	D3 antag	EPAC2 antag
CSCC[C@H](NC(=O)NCCC1=CCCCC1)C(=O)O	7%	0%	i	i	-5.0	-6	0	-3%
O=C(COC(=O)c1cc[n+]([O-])cc1)Nc1ccc([N+](=O)[O-])cc1	9%	0%	i	-18%	-3.8	-6	-22	4%
CN(Cc1ccccc1)C(=O)c1cccc(NC(=O)Cc2ccc(NC(=O)C3CCCN(C(=O)C4CCC4)C3)cc2)c1 (stereo not drawn)	-2%	.	i	-3%	-2.0	6	25	4%
O=C(CC(Nc1ccc(F)cc1)C(=O)O)c1ccccc1 (stereo not drawn)	1%	1%	i	-31%[inhibitor]	-1.1	-2	20	2%
COc1ccc(OCC(=O)Nc2ccncc2)cc1	16%	1%	i	i	-1.7	-1	2	35%
CCn1c(=O)c2c(cnn2C)c2ccccc21	2%	-3%	i	-3%[57.5 µM]	-0.4	8	0	11%
COc1cc(/C=N/N(CCO)C2=NS(=O)(=O)c3ccccc32)cc(OC)c1OC	-2%	-7%	i	i	-3.7	10	32	1%
COc1ccccc1N(CC(O)CN1CCOCC1)S(=O)(=O)c1ccccc1 (stereo not drawn)	7%	1%	i	i	-3.4	-8	-16	1%
O=C(CCN1C(=O)c2cccc([N+](=O)[O-])c2C1=O)NC1CCCCCC1	3%	0%	i	i	2.5	-1	10	-2%
CN(Cc1ccccc1)C(=O)COC(=O)c1ccc(-n2cnnn2)cc1	-1%	0%	i	i	2.4	1	16	10%
COC(=O)c1cc(Br)c(=O)n(-c2ccccn2)c1	9%	1%	i	-7%	2.1	5	-6	-12%
CCC[C@@H](CN[C@@H](CNC)[C@H](C)CC)NCC1CCC(C(C)(C)C)CC1 (stereo partly drawn)	-8%	-4%	i	-4%	-4.3	5	-6	10%
S=C(Nc1ccc(-c2nc3ccccc3[nH]2)cc1)Nc1cccnc1	6%	-8%	i	-62%[inhibitor]	-0.8	-9	-21	4%
CCc1cc(Cn2nc(-c3ccccc3)cc2C(=O)NCc2cccc(C(F)(F)F)c2)on1	10%	-1%	i	-68%[inhibitor]	-1.7	-14	?	-2%
NC(=O)Cn1nc([N+](=O)[O-])nc1Oc1ccc(Br)cc1	-14%	2%	i	-13%	-2.6	1	10	15%
CCN1CCN(Cc2nnc(-c3ccccc3)o2)CC1	9%	-1%	i	-18%	-1.3	-12	-2	2%
O=c1nc(Oc2ccccc2)nc2ncccn12	0%	.	i	-74%[inhibitor]	-3.8	6	4	-4%
COc1cc(-c2nc3ccc(C)cn3c2Nc2ccc3c(c2)OCCO3)ccc1O	7%	-16%	i	-40%[inhibitor]	-0.5	0	16	-10%
Cc1ccc2c(=O)c(C(=O)NCc3cccs3)c[nH]c2c1	9%	2%	i	-25%[57.5 µM]	-0.3	8	6	0%
Cc1nc(SCC(O)CCl)c([N+](=O)[O-])[nH]1 (stereo not drawn)	7%	-1%	i	-38%[inhibitor][57.5 µM]	-0.4	-6	6	-4%
CC(C)c1ccc(/C=C/C(=O)NC(=S)NN2CCOCC2)cc1	-9%	-4%	i	i	0.4	-4	-3	-1%
COC(=O)CSc1n[nH]c(=S)s1	9%	1%	i	-20%	-4.5	-2	-68*	25%
COc1ccc(/C=N/OCc2nc3c4c(ncn3n2)Oc2ccc3ccccc3c2C4c2ccccc2)cc1 (stereo not drawn)	5%	-1%	i	i	0.5	-4	-10	-4%
Clc1nssc1=Nc1nncs1	4%	-4%	i	i	-4.8	-13	0	-6%
Cc1cc2c(cc1C)C(c1cc(Br)ccc1F)CC(=O)N2 (stereo not drawn)	-3%	-1%	i	i	-1.1	2	0	5%
COC(=O)C(Cc1ccccc1)NC(=O)c1cc(=O)[nH]c2ccccc12 (stereo not drawn)	9%	1%	i	-16%	2.6	4	-5	-38%
